Bioassay records (PubChem BioAssay)
EBI2 antag – antagonists of human EBI2 receptor | P32249 | EBI2 beta-arrestin recruitment, luminescence, 7a,25-OHC stimulated | inhibition, % at 5 µM | hit rate 0.81% among 360,000 | AID 651636; in the data active means inhibition above about 38%;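 further: enzyme fragment complementation signal reports receptor beta-arrestin coupling in cells; 0% = agonist plus DMSO wells and 100% = wells without agonist; some results beyond the cut were filed as inactive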
Target sequence (P32249 whole entry, looked up, the tested form may be a part): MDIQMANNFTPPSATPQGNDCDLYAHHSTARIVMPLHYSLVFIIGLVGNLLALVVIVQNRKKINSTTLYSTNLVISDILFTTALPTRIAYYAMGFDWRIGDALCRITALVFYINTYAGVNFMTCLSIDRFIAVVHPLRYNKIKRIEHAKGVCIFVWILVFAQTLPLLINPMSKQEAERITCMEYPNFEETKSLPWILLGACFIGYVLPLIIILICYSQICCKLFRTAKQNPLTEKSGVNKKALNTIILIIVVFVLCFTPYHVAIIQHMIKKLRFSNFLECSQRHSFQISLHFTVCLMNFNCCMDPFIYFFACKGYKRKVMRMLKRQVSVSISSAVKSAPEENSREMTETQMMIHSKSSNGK
CCR6 antag – blocks CCL20-driven beta-arrestin recruitment at human CCR6. hit rate 0.49% among 340,000. CHO-K1 CCR6 PathHunter beta-arrestin, luminescence, CCL20-stimulated. P51684. inhibition, % at 20 µM;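 active means compounds whose inhibition of the agonist-driven luminescence signal at 20 µM reaches about 50%, limit read from the data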;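 further: cells stimulated with CCL20 at 14 nM final; plate controls were DMSO with CCL20 for no effect and DMSO without agonist for full effect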
APJ antag – APJ receptor antagonism; CHO-K1 APJ beta-arrestin complementation, luminescence; inhibition, % at 20 µM; hit rate 0.32% among 330,000; AID 2521;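 active means inhibition above about 40% at 20 µM, limit read from the data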;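 further: cells challenged with 10 nM apelin-13 agonist together with compound; plate controls were apelin-13 plus DMSO wells for no effect and DMSO wells lacking apelin-13 for full effect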
UBC13 polyUb – blocks human UBC13 polyubiquitin chain formation; P61088; TR-FRET; inhibition, % at 20 µM; hit rate 0.47% among 330,000; in the data active means inhibition above about 45%, passing the limit was not always enough; inconclusive means no clear call, values can overlap the other calls
Target sequence (P61088 whole entry, looked up): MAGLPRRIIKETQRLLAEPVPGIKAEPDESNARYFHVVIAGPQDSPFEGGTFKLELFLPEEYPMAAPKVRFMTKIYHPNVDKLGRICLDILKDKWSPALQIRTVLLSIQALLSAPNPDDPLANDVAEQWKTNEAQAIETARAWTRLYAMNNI
ATG4B inh – blocks human ATG4B protease cleavage of LC3 substrate; ATG4B cleavage of LC3-PLA2, NBD-HPC fluorescence, 1 h; inhibition, % at 8.33 µM; hit rate 0.51% among 340,000; in the data active means inhibition above about 40%
Gli-Sufu block – antagonists of Gli-Sufu signaling; inhibition, % at 5 µM; hit rate 0.74% among 340,000; AID 588413; Sufu-KO-LIGHT fibroblasts, Gli luciferase reporter luminescence;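 active means inhibition above about 55%, limit read from the data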;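 further: 0% = DMSO-treated cells and 100% = wells with medium but no cells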
APJ ag – APJ receptor agonism; P35414; CHO-K1 APJ PathHunter beta-arrestin, luminescence; 0% DMSO wells, 100% apelin; activation, % at 20 µM; hit rate 0.11% among 330,000;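 active means activation more than six SD over the plate average, tested at 20 µM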;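 further: 0% = DMSO alone and 100% = apelin-13 at 10 nM; some results filed as inactive read as strong as hits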
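Test system: CHO-K1 APJ beta-arrestin complementation cell line. Amount: cell density 1000 per well. Controls: DMSO negative, 10 nM Apelin-13 positive. Signal: luminescent beta-gal fragment complementation, chemiluminescent substrate. Read-out basis: agonist-driven arrestin binding to APJ. Timing: compound stimulation 90 min at 25 °C, detection 60 min.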
CXCR6 inh – CXCR6 (human) receptor inhibition; O00574; CHO-K1 PathHunter CXCR6 beta-arrestin, luminescence; inhibition, % at 20 µM; hit rate 0.36% among 360,000; AID 602244; in the data active means inhibition above about 34%, passing the limit was not always enough;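 further: antagonist mode with CXCL16 agonist at 10 nM final; 0% = 10 nM CXCL16 with DMSO and 100% = unstimulated wells without agonist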
Target sequence (O00574 whole entry, looked up): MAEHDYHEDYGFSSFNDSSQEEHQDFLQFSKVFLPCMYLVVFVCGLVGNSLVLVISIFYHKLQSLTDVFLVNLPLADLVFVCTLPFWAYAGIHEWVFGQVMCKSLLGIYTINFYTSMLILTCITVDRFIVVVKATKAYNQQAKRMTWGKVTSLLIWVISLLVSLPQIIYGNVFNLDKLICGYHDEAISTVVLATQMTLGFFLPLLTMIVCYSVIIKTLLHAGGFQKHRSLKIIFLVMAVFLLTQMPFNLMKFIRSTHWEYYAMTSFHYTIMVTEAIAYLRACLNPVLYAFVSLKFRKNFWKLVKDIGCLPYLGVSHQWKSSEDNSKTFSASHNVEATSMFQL
* marks the source's active call; other numbers are inactive results.

For COc1ccc(N2CCN(C(=O)C3CCN(S(=O)(=O)c4ccc5c(c4)oc(=O)n5C)CC3)CC2)cc1 the results were EBI2 antag 11.0, CCR6 antag -4.6, APJ antag 5.1, UBC13 polyUb -4.7, ATG4B inh -11.9, Gli-Sufu block 12.3, APJ ag -0.9 and CXCR6 inh 15.1.
For COc1cc2c(cc1OC)CN(C(=O)CSc1ccc(F)cc1)CC2 the results were EBI2 antag 3.7, CCR6 antag 1.5, APJ antag 12.5, UBC13 polyUb 6.8, ATG4B inh -7.0, Gli-Sufu block -4.9, APJ ag -3.7 and CXCR6 inh 3.3.
For O=C(NCCCCc1ccccc1)C1CC(c2cccc([N+](=O)[O-])c2)=NO1 (centres undefined) the results were EBI2 antag 1.2, CCR6 antag 3.0, APJ antag -62.0, UBC13 polyUb 14.5, ATG4B inh 2.5, Gli-Sufu block -1.0, APJ ag 5.0 and CXCR6 inh -14.2.
For C=CCOc1ccc(C2=NOC(C(=O)Nc3ccc4c(c3)OCCO4)C2)cc1OC (centres undefined) the results were EBI2 antag -13.1, CCR6 antag 1.4, APJ antag 8.7, UBC13 polyUb 4.5, ATG4B inh 1.3, Gli-Sufu block 3.6, APJ ag -3.9 and CXCR6 inh 3.1.
Screening CCn1cc(/C=C/C(=O)Nc2ccn(Cc3c(F)c(F)cc(F)c3F)n2)cn1 returned EBI2 antag 6.4, CCR6 antag 8.9, APJ antag -15.3, UBC13 polyUb 3.4, ATG4B inh -13.8, Gli-Sufu block 43.3, APJ ag 0.9 and CXCR6 inh -8.8.
Screening O=C(NCCN1CCOCC1)c1sc2cc(Cl)ccc2c1Cl returned EBI2 antag 5.1, CCR6 antag 10.4, APJ antag 7.9, UBC13 polyUb 6.3, ATG4B inh -5.3, Gli-Sufu block 13.1, APJ ag -0.3 and CXCR6 inh -4.9.
C=CCN(CC=C)C(=O)C(=O)c1cc(C)n(-c2ccc([N+](=O)[O-])cc2)c1C was read as EBI2 antag -2.1, CCR6 antag 7.8, APJ antag 15.3, UBC13 polyUb -6.5, ATG4B inh -7.3, Gli-Sufu block 13.2, APJ ag -4.1 and CXCR6 inh -1.9.
`C/C(=N\NS(=O)(=O)c1ccccc1)c1ccc2c(c1)OCO2` gave EBI2 antag -5.4, CCR6 antag 27.7, APJ antag -17.7, UBC13 polyUb -5.8, ATG4B inh -4.5, Gli-Sufu block -17.4, APJ ag -2.7 and CXCR6 inh -7.9.
Screening O=c1oc2ccccc2c(NCc2cccc(F)c2)c1[N+](=O)[O-] returned EBI2 antag 1.1, CCR6 antag 8.9, APJ antag 6.0, UBC13 polyUb -3.3, ATG4B inh -2.3, Gli-Sufu block -1.4, APJ ag -3.9 and CXCR6 inh 2.2.
Screening Cc1cccc(C)c1N1C(=O)CC(N(O)c2ccccc2)C1=O (centres undefined) returned EBI2 antag 1.6, CCR6 antag 14.0, APJ antag -9.2, UBC13 polyUb -1.5, ATG4B inh -4.0, Gli-Sufu block -3.3, APJ ag 3.9 and CXCR6 inh -7.4.
For CCOC(=O)N1CCN(S(=O)(=O)c2ccc3[nH]c(=O)oc3c2)CC1 the results were EBI2 antag -4.3, CCR6 antag -3.6, APJ antag 4.4, UBC13 polyUb -0.5, ATG4B inh -4.0, APJ ag -3.4 and CXCR6 inh -12.3.
For O=C(Nc1ccc(N2CCCC2)cc1)c1cccc(Cl)c1Cl the results were EBI2 antag 1.7, CCR6 antag 16.7, APJ antag -8.6, UBC13 polyUb -8.5, ATG4B inh -8.5, Gli-Sufu block -39.6, APJ ag -1.4 and CXCR6 inh -5.2.
For CCn1c(Cc2cccn2C)nnc1SCC(=O)c1ccc(C)cc1 the results were EBI2 antag 9.2, CCR6 antag 24.5, APJ antag 12.5, UBC13 polyUb -1.4, ATG4B inh -0.6, Gli-Sufu block 5.0, APJ ag -1.4 and CXCR6 inh 0.4.
`COc1ccc(S(=O)(=O)Cc2ccc(C(=O)N3CCN(C(=O)c4ccco4)CC3)o2)cc1` gave EBI2 antag -6.5, CCR6 antag 11.9, APJ antag 3.6, UBC13 polyUb 2.5, ATG4B inh -10.4, Gli-Sufu block 7.4, APJ ag -4.7 and CXCR6 inh -4.9.
Screening COc1ccc(COC(=O)C2CCN(S(=O)(=O)c3ccc(F)cc3)CC2)cc1 returned EBI2 antag 23.9, CCR6 antag 21.5, APJ antag 6.2, UBC13 polyUb -11.1, ATG4B inh -4.7, Gli-Sufu block -7.0, APJ ag -6.1 and CXCR6 inh -2.0.
Screening Cc1ccc(CC(=O)OCCNC(=O)c2cccnc2)cc1 returned EBI2 antag 1.1, CCR6 antag 5.1, APJ antag 9.2, UBC13 polyUb 12.3, ATG4B inh -22.1, Gli-Sufu block 35.3, APJ ag 1.7 and CXCR6 inh -3.3.
CCN(CC)c1ccc(C2C3CCCCC3(O)CCN2CC(=O)N2CCCCC2)cc1 (centres undefined) was read as EBI2 antag 10.2, CCR6 antag 8.8, APJ antag 9.8, UBC13 polyUb 3.9, ATG4B inh 7.1, Gli-Sufu block -2.3, APJ ag -1.4 and CXCR6 inh 4.5.
CC1CCc2sc3c(c2C1)c1ncnn1c(=O)n3CC(=O)c1ccc(Br)cc1 (centres undefined) was read as EBI2 antag -14.6, CCR6 antag -4.2, APJ antag 1.1, UBC13 polyUb -0.8, ATG4B inh 5.5, Gli-Sufu block -5.5, APJ ag -6.9 and CXCR6 inh 10.8.
Screening Cc1occc1C(=O)Nc1nnc(C(F)(F)F)s1 returned EBI2 antag 1.6, CCR6 antag 1.3, APJ antag 5.6, UBC13 polyUb -3.2, ATG4B inh 0.8, Gli-Sufu block -22.0, APJ ag -3.1 and CXCR6 inh 4.1.
Screening S=c1nc[nH]c2c1sc1nc(-c3ccccc3)c3c(c12)CCCC3 returned EBI2 antag 9.4, CCR6 antag -3.2, APJ antag 16.6, UBC13 polyUb inconclusive, ATG4B inh 18.8, Gli-Sufu block 14.0, APJ ag -5.3 and CXCR6 inh 9.5.

Continued, starting with the last three of the part before.
CC1CCc2sc3c(c2C1)c1ncnn1c(=O)n3CC(=O)c1ccc(Br)cc1 (centres undefined) was read as EBI2 antag -14.6, CCR6 antag -4.2, APJ antag 1.1, UBC13 polyUb -0.8, ATG4B inh 5.5, Gli-Sufu block -5.5, APJ ag -6.9 and CXCR6 inh 10.8.
Screening Cc1occc1C(=O)Nc1nnc(C(F)(F)F)s1 returned EBI2 antag 1.6, CCR6 antag 1.3, APJ antag 5.6, UBC13 polyUb -3.2, ATG4B inh 0.8, Gli-Sufu block -22.0, APJ ag -3.1 and CXCR6 inh 4.1.
Screening S=c1nc[nH]c2c1sc1nc(-c3ccccc3)c3c(c12)CCCC3 returned EBI2 antag 9.4, CCR6 antag -3.2, APJ antag 16.6, UBC13 polyUb inconclusive, ATG4B inh 18.8, Gli-Sufu block 14.0, APJ ag -5.3 and CXCR6 inh 9.5.
`CCOc1ccccc1/C=N/Nc1ccnc(=O)[nH]1` gave EBI2 antag -8.0, CCR6 antag 5.8, APJ antag 9.7, UBC13 polyUb -2.6, ATG4B inh -1.6, Gli-Sufu block 17.4, APJ ag -2.6 and CXCR6 inh -0.1.
Screening Cc1ccc(C(=O)OCC(=O)Nc2c(Cl)cc(S(N)(=O)=O)cc2Cl)o1 returned EBI2 antag 3.7, CCR6 antag 0.8, APJ antag 6.4, UBC13 polyUb -2.2, ATG4B inh -3.6, Gli-Sufu block 4.4, APJ ag -1.8 and CXCR6 inh 0.5.
CSc1cnn(Cc2ccccc2)c(=O)c1SCc1ccccc1 was read as EBI2 antag 13.1, CCR6 antag 21.7, ATG4B inh -1.6, Gli-Sufu block 0.8 and CXCR6 inh 22.1.
For COc1ccc(N(Cc2cc(=O)[nH]c3ccccc23)C(=O)c2ccco2)cc1 the results were EBI2 antag -7.3, CCR6 antag -6.4, APJ antag -8.9, UBC13 polyUb -14.3, ATG4B inh 0.3, Gli-Sufu block -5.2, APJ ag -0.7 and CXCR6 inh 2.7.
O=C(c1ccc(Cl)s1)N1CCN(c2ccccc2)CC1 was read as EBI2 antag 9.6, CCR6 antag 15.7, APJ antag 5.1, UBC13 polyUb 4.1, ATG4B inh 1.9, Gli-Sufu block -32.9, APJ ag -3.0 and CXCR6 inh -2.9.
Cc1nc2ccccn2c1CN(C)C(=O)C1CCC(=O)N(CCc2cccc(F)c2)C1 (centres undefined) was read as EBI2 antag -9.2, CCR6 antag 11.5, APJ antag 18.2, UBC13 polyUb 4.0, ATG4B inh -2.3, Gli-Sufu block -13.5, APJ ag -3.9 and CXCR6 inh -9.2.
c1coc(-c2nc3nc4ccccc4n3nc2-c2ccco2)c1 was read as EBI2 antag 8.3, CCR6 antag -7.3, APJ antag 3.4, UBC13 polyUb -1.8, ATG4B inh 2.4, Gli-Sufu block 2.7, APJ ag -0.6 and CXCR6 inh 8.4.
`CC(=O)Nc1ccc(N2C(=O)CSC2c2ccc(F)cc2)cc1` (centres undefined) gave EBI2 antag 7.6, CCR6 antag -2.0, APJ antag 3.3, UBC13 polyUb 4.1, ATG4B inh -1.0, Gli-Sufu block 0.7, APJ ag 0.6 and CXCR6 inh 8.9.
Screening CCOC(=O)c1sc(NC(=O)CC(C)c2ccccc2)nc1C (centres undefined) returned EBI2 antag 7.9, CCR6 antag 14.5, APJ antag 6.7, UBC13 polyUb 12.6, ATG4B inh -3.1, Gli-Sufu block 8.1, APJ ag -3.8 and CXCR6 inh 7.3.
Screening Cc1ccc(CC(=O)Nc2nc3c(s2)CCCC3)cc1 returned EBI2 antag 12.0, CCR6 antag 15.7, APJ antag 13.9, UBC13 polyUb 2.6, ATG4B inh 0.0, Gli-Sufu block -7.8, APJ ag -4.5 and CXCR6 inh -0.9.
`Cc1c(NC(=O)/C(=C\c2ccccc2)NC(=O)c2ccccc2)c(=O)n(-c2ccccc2)n1C` gave EBI2 antag 2.8, CCR6 antag -5.8, APJ antag -12.9, UBC13 polyUb 4.4, ATG4B inh -3.4, Gli-Sufu block -4.6, APJ ag 0.0 and CXCR6 inh 2.9.
For Cc1ccc(N=CC2=C(O)CC(c3ccco3)CC2=O)cc1 (centres undefined) the results were EBI2 antag -3.7, CCR6 antag 4.0, APJ antag -6.2, UBC13 polyUb -6.3, ATG4B inh 0.4, Gli-Sufu block 10.1, APJ ag -1.6 and CXCR6 inh 0.8.
`COc1ccc(N2CCN(S(=O)(=O)c3c(C)noc3/C=C/N(C)C)CC2)cc1` gave EBI2 antag -0.4, CCR6 antag 10.9, APJ antag -11.0, UBC13 polyUb -16.1, ATG4B inh 4.4, Gli-Sufu block -2.5, APJ ag 9.3 and CXCR6 inh 9.3.
For Cc1cc(C)nc(NS(=O)(=O)c2ccc(NC(=O)C(C)C)cc2)n1 the results were EBI2 antag 9.0, CCR6 antag 13.7, APJ antag 1.2, UBC13 polyUb -12.4, ATG4B inh 0.7, Gli-Sufu block 17.5, APJ ag 0.2 and CXCR6 inh 4.2.
Screening COc1cc(C(=O)NNC(=S)NC(=O)c2ccc(Cl)cc2)cc(OC)c1OC returned EBI2 antag 3.4, CCR6 antag 32.0, APJ antag 12.0, UBC13 polyUb -11.6, ATG4B inh -17.5, Gli-Sufu block -7.9, APJ ag -0.3 and CXCR6 inh 3.8.
CC1CCCN(CCOCCSc2ccccc2)C1 (centres undefined) was read as EBI2 antag 0.3, CCR6 antag 11.5, APJ antag -6.2, UBC13 polyUb -2.4, ATG4B inh 8.2, Gli-Sufu block 10.6, APJ ag -1.0 and CXCR6 inh -6.6.
For Cc1ccc(CNC(=O)C2CCCN(c3nn4c(=O)cc(C)nc4s3)C2)cc1 (centres undefined) the results were EBI2 antag -6.3, CCR6 antag 8.7, APJ antag -5.1, UBC13 polyUb 8.9, ATG4B inh 7.5, Gli-Sufu block -10.9, APJ ag -3.0 and CXCR6 inh 6.3.
For N#Cc1c(C(F)(F)F)cc(C2CC2)nc1N1CCCC1 the results were EBI2 antag -1.9, CCR6 antag -17.7, APJ antag 8.4, UBC13 polyUb -3.1, ATG4B inh 5.8, Gli-Sufu block -0.3, APJ ag -3.9 and CXCR6 inh -8.3.
